# 15-hLO inh – 15-hLO (ALOX15) enzyme inhibition. Potency, µM (series often up to 57.1 µM), for the others: at the top dose activity change, negative = inhibition, hits mostly inhibitors. 1.4% of 74,000 active. purified 15hLO-1, xylenol orange hydroperoxide absorbance. P16050; further: potency means the concentration at half of the fitted maximal effect; on the % scale 0 is the no-effect control and ±100 the full control effect; nearly all actives have a fitted effect of over 55% in size
#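 Inhibition is scored from a chromogenic endpoint. After 15 min enzyme-compound contact, arachidonic acid (50 uM final) reacts 6 min with 40 nM 15hLO-1 at room temperature, then Fe-XO reagent is added for 30 min and absorbance ratio recorded.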
# Rhodamine fluor – compound fluoresces in the rhodamine spectral region | Rhodamine-region fluorescence, 547/598 nm, Tris buffer; active compounds read high | max dye-equivalent concentration, M | 0.05% of 59,000 active | AID 594; in the data active means max dye-equivalent concentration above about 11 nM; inconclusive means between about 1.1 nM and that limit
#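 Intrinsic compound fluorescence, ex 547 / em 598 nm, CCD imager. Tris 100 mM pH 8.0; 15 min RT. Output = rhodamine dye-equivalent concentration at each compound concentration.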
# BRCT inh red – inhibitors of human BRCA1 BRCT-phosphoprotein interaction (red fluorophore) | AID 892 | BRCT-phosphopeptide binding, red fluorescence polarization | Potency, µM (doses to about 76.9 µM), inactives show top-dose activity change, negative = inhibition, actives largely listed as inhibitors | 0.03% of 75,000 active | P38398; further: on the % scale 0 is the no-effect control and ±100 the full control effect
#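 Rhodamine-labelled pBACH1 10-mer (100 nM) bound to BRCT domain (100 nM) at pH 7.3; compounds incubated 12 min room temperature, polarization read. Free peptide defines full inhibition; unlabelled decapeptide titrated as control.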
# HEK293 cAMP ctrl – parental HEK293 cAMP activation (counter-screen). 2.5% of 73,000 active. parental HEK293 CNG cAMP sensor, membrane potential fluorescence. Potency, µM (top dose mostly 57.1 µM), for the others: top-dose activation, most hits filed as activators; further: potency means the concentration at half of the fitted maximal effect; % of control where 0% means no effect; nearly all actives have a fitted effect of over 55% in size
#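 Counterscreen for endogenous-receptor signalling: CNG-channel HEK 293 cells report cAMP rise by membrane depolarization. After 60 min dye equilibration with 100 uM RO 20-1724, compounds incubated 30 min before bottom-read fluorescence at 590 nm.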
# Tau fil binding – tau filament binding; recombinant tau filaments, thioflavin S fluorescence, 15 h; filaments grown with octadecylsulfate alongside compound; 2% of 71,000 active; P10636; AID 596; Potency, µM (highest dose often 57.1 µM), without a hit: at the highest dose activity change, negative = inhibition;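 further: potency means the concentration at half of the fitted maximal effect; on the % scale 0 is the no-effect control and ±100 the full control effect; actives lower thioflavin S fluorescence by blocking filaments or displacing dye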
#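 Thioflavine S fluorescence (ex 450, em 510 nm) reports filaments formed from 1 uM human tau plus 30 uM ODS over 15 h at 37 C (10 mM HEPES pH 7.4, 100 mM NaCl, 5 mM DTT); compounds displacing dye or blocking filaments lower signal.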
# DNA Pol III inh – inhibitors of bacterial DNA polymerase III holoenzyme. reconstituted DNA polymerase III holoenzyme replication, biochemical. Potency, µM (series often up to 57.1 µM), for the others: at the top dose activity change, negative = inhibition. 0.25% of 71,000 active; further: potency means the concentration at half of the fitted maximal effect; on the % scale 0 is the no-effect control and ±100 the full control effect
#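 Reconstituted *E. coli* holoenzyme (0.35 nM Pol III, 1 nM beta, 154 nM SSB, 2 nM primase) was preincubated with compound for 15 min at RT. Synthesis on 1.4 nM ssM13Gori ran 35 min, then was stopped with PicoGreen/EDTA and read as dsDNA fluorescence.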
# Caspase-1 inhib – blocks human caspase-1 allosterically or competitively; P29466; Caspase-1 enzyme, Ac-WEHD-AFC fluorogenic rate; Potency, µM (highest dose often 57.5 µM), for the others: top-dose activity change, negative = inhibition, hits mostly inhibitors; 0.03% of 75,000 active;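 further: potency means the concentration at half of the fitted maximal effect; plate controls were vehicle for no effect and no substrate for full effect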
# Caspase-7 inhib – caspase-7 (human) inhibition, allosteric or competitive; P55210; recombinant caspase-7, Ac-DEVD-AFC fluorescence rate; Potency, µM (top dose mostly 57.5 µM), without a hit: at the top dose activity change, negative = inhibition, actives largely listed as inhibitors; 0.02% of 75,000 active; active means well fitted inhibition curve with a large enough effect in the main read-out, with a control signal flat, not every such curve was filed as active; inconclusive means small, poorly fitted or top-dose-only effect, or a change in a side signal; further: potency means the concentration at half of the fitted maximal effect; % of control where 0% means no effect
# BRCT inh green – BRCA1 BRCT-phosphoprotein interaction inhibition; P38398; 0.05% of 75,000 active; Potency, µM (series often up to 76.9 µM), for the others: at the highest dose activity change, negative = inhibition, hits mostly inhibitors; BRCA1 BRCT-phosphopeptide binding, green fluorescence polarization;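 further: potency means the concentration at half of the fitted maximal effect; plate controls were peptide without protein for full effect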
#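 Compounds were incubated for 12 min at room temperature with a complex of 100 nM fluorescein-tagged pBACH1 decapeptide and 250 nM His-tagged BRCT protein. Buffer was phosphate pH 7.3 with EDTA, DTT and Tween 20. Disruption of binding lowers the polarization signal.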
# HADH2 inh – inhibitors of human HADH2 dehydrogenase | 3.4% of 73,000 active | recombinant HADH2, NADH fluorescence, beta-hydroxybutyryl-CoA | Q99714 | Potency, µM (top dose mostly 57.1 µM), inactives show top-dose activity change, negative = inhibition, hits mostly inhibitors; further: potency means the concentration at half of the fitted maximal effect; on the % scale 0 is the no-effect control and ±100 the full control effect; nearly all actives have a fitted effect of over 60% in size; many of its hits are not listed in these tables
#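 Read-out: 360 nm excitation, 450 nm emission, kinetic over 4 min. Conditions: His-tagged human HADH2 20 nM, pH 9.0 Tris with Tween-20, 1 mM NAD+, 90 uM beta-hydroxybutyryl-CoA.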
# USP2a inh – blocks human ubiquitin-specific protease USP2a | O75604 | USP2a enzymatic assay, qHTS inhibition | Potency, µM (doses to about 38.3 µM), for inactives: top-dose activity change, negative = inhibition, most hits filed as inhibitors | 0.1% of 60,000 active | AID 927;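 further: potency means the concentration at half of the fitted maximal effect; nearly all actives have a fitted effect of over 60% in size; plate controls were DMSO for no effect and NEM full inhibition control for full effect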
#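 20 nM USP2 core + cpd, 30 min RT; add 20 nM Ub-PLA2/20 uM NBD C6-HPC; read Ex460/Em535 at 0 h and 2.5 h. Normalized to NEM; qHTS curve fit/classification.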
# * hit, by the source's call; i = inactive; ? = inconclusive; / = not tested or not shown; & = joins results of further samples; [ ] = remark or other dose. Unless noted, the call rests on the fitted dose curve; in most records, active means well fitted curve in the direction sought with a large enough effect; inconclusive means small, poorly fitted or top-dose-only effect, or another doubt; inactive means no such curve, though single readings can be large; an effect the other way counts as inactive or inconclusive.
mol	15-hLO inh	Rhodamine fluor	BRCT inh red	HEK293 cAMP ctrl	Tau fil binding	DNA Pol III inh	Caspase-1 inhib	Caspase-7 inhib	BRCT inh green	HADH2 inh	USP2a inh
Cn1c(-c2ccccc2)cnc1SCC(=O)NCc1ccco1	6.4%	i	0.1%	5.3%	-4.3%	-7.5%	-0.5%	-1.3%	-2.3%	-1.4%	-8.0%
Cc1nc2ccc(NC3=NCCCCC3)cc2s1	3.7%	i	0.2%	22.0%	-11.4%	-2.8%	-3.7%	-5.3%	-2.3%	-9.8%	-8.6%
COc1ccc(NC(=O)C2CCN(S(=O)(=O)c3cccc4cccnc34)CC2)cc1	?	/	12.8%	3.1%	29.7%	0.5%	-2.3%	-0.7%	-0.3%	-2.3%	/
CCCC(=O)NC(c1ccco1)c1cc(Cl)c2cccnc2c1O (stereo not drawn)	31.8%[activator]	/	2.1%	?	161.1%	-4.7%	-3.5%	-3.3%	1.1%	7.9%	43.7%[activator]
O=C(Cn1cnc2ccccc2c1=O)c1ccc2c(c1)OCCO2	0.1%	i	1.3%	15.2%	8.8%	-1.3%	-0.6%	0.0%	-0.4%	-3.2%	7.8%
O=C(O)CCCN1CCCCC1	1.5%[11.4 µM]	i	-2.5%[15.4 µM]	10.8%[11.4 µM]	11.4%[11.4 µM]	-6.4%[11.4 µM]	-6.4%[11.5 µM]	-0.1%[11.5 µM]	1.1%[15.4 µM]	3.4%[11.4 µM]	/
COCC(=O)N1CCC2(CCCN(Cc3ccccc3)C2)CC1	7.2%	i	-1.1%	?	-6.3%	-5.8%	-2.7%	-3.3%	-1.8%	-4.1%	14.2%
CCN(CC)c1ccc(NC(=O)CN2CCN(CC(=O)Nc3ccc(F)cc3)CC2)cc1	-3.0%	i	-0.4%	-17.5%	-26.8%	-2.6%	0.9%	-2.3%	-0.1%	0.1%	22.4%
COC(=O)c1[nH]c2ccccc2c1NC(=O)CN1CCN(Cc2ccc3c(c2)OCO3)CC1	-10.8%	i	1.1%	0.1%	5.9%	-1.7%	-1.7%	-2.7%	-3.6%	?	30.7%[activator]
Cc1ccc2nc(C)c(C)nc2c1N	-20.1%	i	-1.6%	12.3%	5.3%	-2.2%	0.1%	-0.4%	1.9%	-6.6%	2.4%
N#Cc1ccc(Sc2nc3ccccc3[nH]2)cc1C#N	2.6%	/	-0.2%	-23.5%	-2.2%	-8.2%	-0.7%	-0.2%	0.7%	-7.3%	-3.0%
Cc1nc(NC2=NCN(Cc3cccnc3)CN2)nc2c(C)cccc12	5.9%	i	0.2%	2.1%	6.8%	3.0%	-1.1%	0.3%	-2.2%	8.7%	0.4%
CCC(=O)N[C@@H]1Cc2ccccc2[C@@H](c2ccccc2)C1	?	/	0.2%	20µM*	?	-4.2%	-0.3%	-6.3%	1.2%	-0.7%	/
O=C(Nc1ccc2oc(-c3ccccc3Cl)nc2c1)c1ncn[nH]1	5.1%	i	1.3%	-2.6%	128.9%	-6.9%	-1.3%	-1.4%	-2.8%	2.3%	18.4%
CCOC(=O)c1oc2cccc(OC(C)=O)c2c1C	-4.8%	i	-2.4%	-5.9%	1.2%	0.7%	-1.9%	-0.4%	-0.7%	?	-2.4%
Cc1ccc(CCNS(=O)(=O)c2cnc[nH]2)cc1	-0.7%	i	-1.2%	4.1%	-17.4%	-0.8%	-0.8%	-1.3%	-1.0%	13.5%	0.7%
CCCCCCN(C(=O)CCCCCN1C(=O)NC(c2ccc(-c3ccccc3)cc2)C(C(=O)OCc2ccccc2)=C1C)C(C(=O)NCCCC)c1ccc(O)cc1 (stereo not drawn)	3.3%	/	-0.2%	3.6%	20.0%	-5.0%	5.0%	-1.0%	-3.1%	11.8%	/
CC1CN(Cc2cc(=O)n3ccsc3n2)CC(C)O1 (stereo not drawn)	-9.3%	i	0.6%	-8.1%	9.3%	3.9%	1.8%	-0.3%	-0.9%	-6.1%	-1.0%
Cn1ncc(C#N)c1/N=C/N1CCOCC1	1.2%	i	0.8%	1.9%	-10.2%	-0.9%	0.2%	0.0%	-1.4%	-2.3%	-0.3%
O=C(O)CCN1/C(=C/C=Nc2ccccc2)Oc2ccccc21	-11.7%	i	-2.1%	6.9%	-0.5%	-3.8%	-7.1%	-8.1%	-0.3%	1.1%	-8.7%
CN(C)S(=O)(=O)c1ccc(C(=O)Nc2cccc(C(=O)O)c2)cc1	2.6%	i	1.0%	1.9%	-1.7%	6.1%	1.2%	2.8%	-3.6%	-6.9%	-5.8%
Cc1cc(C)n(Cc2ccc(C(=O)O)o2)n1	13.9%	i	-0.6%	0.6%	6.0%	-10.2%	0.9%	-0.3%	-0.8%	-4.7%	-9.6%
Cn1nnnc1SCC1=C(C(=O)O)N2C(=O)C(NC(=O)C(OC=O)c3ccccc3)C2SC1 (stereo not drawn)	2.6%	/	0.6%	/	/	/	-1.9%	-2.7%	-3.1%[3.08 µM]	/	-1.4%
COc1cccc(Cn2c(=O)c(-c3cn(C)c4ccccc34)nc3cnc(N4CCOCC4)nc32)c1	0.5%	i	-0.3%	?	313.9%	-10.6%	?	?	-2.8%	13.3%	90.5%[activator]
O=C(O)[C@H]1CN(CCCP(=O)(O)O)CCN1	-12.2%[25.6 µM]	i	0.8%&-1.1%	13.7%&4.3%&3.2%	?	1.0%&-2.5%&-7.0%	-3.0%&-1.1%	-0.9%&2.1%	-2.5%&2.3%	?	8.2%
N#CC(C#N)=NNc1ccc2cn[nH]c2c1	-7.1%[11.4 µM]	i	-1.9%[15.4 µM]	0.1%[11.4 µM]	-23.4%[11.4 µM]	3.3%[11.4 µM]	-4.2%[11.5 µM]	-0.7%[11.5 µM]	-1.3%[15.4 µM]	2.1%[11.4 µM]	/
COC(=O)C/C=C\[C@@H](C)[C@@H](/C=N\OC[C@@H](O)COCc1ccco1)OC	1.0%[11.4 µM]	/	-0.5%[15.4 µM]	-4.7%[11.4 µM]	/	/	0.3%[11.5 µM]	0.1%[11.5 µM]	-0.8%[15.4 µM]	1.0%[11.4 µM]	/
O=C(c1cc(-c2cccs2)on1)N1CCOCC1	-0.3%	i	0.0%	-0.4%	-3.5%	3.6%	-0.9%	0.1%	0.8%	-10.2%	5.9%
CCOc1ccccc1N1CCN(Cc2ccc(Br)s2)CC1	-8.4%	/	1.4%	-0.5%	/	/	-2.6%	0.1%	-0.4%	-2.2%	/
Cn1c(-c2ccc(F)cc2)cnc1SCC(=O)NCc1ccco1	-5.6%	i	-1.3%	13.6%	7.2%	-9.8%	-1.7%	-2.2%	-1.9%	-11.0%	18.9%
CC(C)n1c(Sc2nccn2C)nc2c1c(=O)n(C)c(=O)n2C	8.6%	i	-0.6%	-11.5%	-9.8%	-4.8%	1.2%	0.1%	0.1%	-0.6%	1.8%
COC(=O)C(C(=O)OC)[C@@H]1CCCC(=O)C1	14.4%[11.4 µM]	/	1.1%[15.4 µM]	4.2%[11.4 µM]	/	/	-6.2%[11.5 µM]	2.4%[11.5 µM]	-2.0%[15.4 µM]	12.0%[11.4 µM]	/
COc1ccccc1OCC(=O)OCC(=O)Nc1ncc(Cl)cc1Cl	3.3%	i	0.8%	-4.3%	13.4%	-3.2%	1.6%	-2.6%	-1.2%	0.5%	10.5%
COCCn1c(-c2ccc(Cl)cc2)cnc1SCC(=O)NCc1cccs1	-29.4%	i	-1.0%	10µM*	-6.4%	-5.0%	-2.7%	-5.3%	4.5%	15.5%	13.9%
O=C(CSc1nc2ccccc2c(=O)[nH]1)c1ccc(O)c(O)c1	?	i	0.7%	0.4%	3.5%	?	-0.6%	-2.1%	-0.5%	12.6µM*	0.4%
Clc1cccc(Cl)c1Cn1nnc(-c2cccs2)n1	8.0%	i	0.7%	26.2%	62.2%	1.9%	-0.6%	3.3%	-0.6%	3.6%	4.3%
OC(Cc1cccnc1)(c1ccccc1)c1ccccc1	5.0%[11.4 µM]	i	0.9%[15.4 µM]	7.1%[11.4 µM]	-9.8%[11.4 µM]	-4.4%[11.4 µM]	-2.1%[11.5 µM]	0.4%[11.5 µM]	0.5%[15.4 µM]	4.2%[11.4 µM]	/
CCN1CCN(c2cc(C)c3cc(NC(=O)c4cncc(Br)c4)ccc3n2)CC1	-2.7%	i	-0.9%	3.9%	39.2%	-5.4%	-1.5%	-1.6%	-2.2%	-13.3%	43.1%[activator]
Cc1ccc(S(=O)(=O)C2(C(=O)Nc3ccc(F)cc3)CC2)cc1	-0.9%	i	-0.5%	28.1%	3.1%	-3.8%	1.4%	-2.4%	-1.5%	7.4%	-4.8%

# Screens (PubChem)

# Not all compounds are listed (hit frequency here may not be typical).
